High-throughput results: PubChem, several laboratories
Peg3 promoter: Peg3 promoter activity inhibition. inhibition, % at 20 µM. AID 588405. HeLa PEG-Prom luciferase reporter, luminescence, overnight. hit rate 1.7% among 360,000;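 active means inhibition of at least 50% at 20 µM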
TRAIL sens C8: caspase-8 TRAIL sensitization | NB7+C8 cells + TRAIL, ATPlite viability luminescence | inhibition (viability loss, TRAIL sensitization), % at 10 µM | hit rate 1% among 360,000 | AID 624354;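 active means compounds causing at least 50% loss of cell viability in the single-dose screen, relative to plate controls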
HIF-2a block: blocks HIF-2a reporter activity; 786-0 RCC cells HIF-2a reporter, luciferase luminescence, overnight; inhibition, % at 18.8 µM; hit rate 0.72% among 360,000;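 active means inhibition of the luminescence signal of 40% or more relative to plate controls, in a single-dose primary screen at 18.75 µM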
EBV LMP1 NFkB: inhibitors of Epstein-Barr LMP1-induced NF-kappaB reporter; hit rate 0.69% among 350,000; inhibition, % at 12.5 µM; AID 504558; LMP1-induced NF-kappaB luciferase reporter cells, luminescence; in the data active means inhibition above about 41%;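 further: 0% = neutral control wells and 100% = reference inhibitor control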
CF NFkB block: blocks PAF-induced NF-kB reporter in cystic fibrosis cells. KKLEB NF-kB-GFP reporter, GFP fluorescence overnight. inhibition, % at 5 µM. hit rate 0.86% among 360,000. AID 588850;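 active means at least 50% inhibition at 5 µM, scaled per plate between neutral and stimulator controls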;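 further: PAF is a Pseudomonas aeruginosa culture filtrate used as stimulus; plate controls were PAF-stimulated DMSO wells for no effect and unstimulated DMSO wells for full effect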
NR2E3 ag-1: activates human photoreceptor nuclear receptor NR2E3 | GST-NR2E3/biotin-RetCOR TR-FRET, 1536-well | AID 2300 | Q9Y5X4 | hit rate 0.12% among 320,000 | inhibition of corepressor binding, % at 4.78 µM;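 active means percent inhibition above the cutoff of mean plus 3 SD of all tested compounds, set per screening campaign, cut at about 20% in these data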;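 further: 0% = DMSO wells and 100% = biotin wells as full block of FRET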
Target sequence (Q9Y5X4 whole entry, looked up): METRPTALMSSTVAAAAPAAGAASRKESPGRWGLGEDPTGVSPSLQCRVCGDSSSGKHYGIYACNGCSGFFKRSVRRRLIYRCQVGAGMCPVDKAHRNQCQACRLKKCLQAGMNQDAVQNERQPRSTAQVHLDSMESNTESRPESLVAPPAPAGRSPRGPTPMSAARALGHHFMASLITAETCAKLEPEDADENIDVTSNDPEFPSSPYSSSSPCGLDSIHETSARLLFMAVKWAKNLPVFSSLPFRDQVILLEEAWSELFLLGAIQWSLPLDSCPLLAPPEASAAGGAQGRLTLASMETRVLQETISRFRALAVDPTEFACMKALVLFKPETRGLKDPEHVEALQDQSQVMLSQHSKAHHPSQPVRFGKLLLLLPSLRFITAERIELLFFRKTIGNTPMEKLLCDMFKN
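System: GST-tagged NR2E3 plus biotinylated RetCOR corepressor; Buffer or medium: pH 7.5 Tris-based buffer; Probe or stimulus: RetCOR corepressor, biotinylated, 7 nM; Doses: compound at 4.8 µM, single dose; Schedule: 5 h incubation at 4 °C; Technique: time-resolved FRET; Evaluation: percent inhibition of TR-FRET ratio; Replication: one well per compound, singlicate testing.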
KKLEB tox: counter-screen for CF NF-kB inhibitors: cytotoxicity; hit rate 0.36% among 360,000; KKLEB CF airway cells viability, ATPlite luminescence, overnight; active compounds read low; cells stimulated with P. aeruginosa culture filtrate; activity change (cytotoxicity), % at 5 µM; AID 602141;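 active means corrected activity change at or below -50% at 5 µM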
NR2E3 ag-2: activates human NR2E3 receptor; CHO-S Gal4-NCOR/VP16-NR2E3 two-hybrid, luciferase; inhibition of corepressor binding, % at 3.98 µM; hit rate 0.35% among 360,000; AID 602229;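 active means inhibition above the mean of all tested compounds plus 3 SD, cut at about 70% in these data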;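 further: 0% = DMSO with NR2E3 transfected cells and 100% = cells lacking NR2E3 construct; higher means lower luciferase signal from less NR2E3 corepressor binding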
TRPM1 prom inh: reduces MITF-dependent TRPM1 promoter luciferase signal. SK-MEL-5 TRPM1 promoter luciferase, 24 h. inhibition, % at 12.5 µM. hit rate 0.83% among 330,000. AID 488899;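 active means mean inhibition across replicates of 60% or more, whatever share of single replicates reaches that level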; further: values of inactives mirror those of a sister screen read the other way
iPSC survival up: increases survival of single human iPS cells | hiPSC single-cell survival, ATPlite luminescence; 100% = ROCK inhibitor wells, 0% = DMSO | hit rate 0.044% among 360,000 | AID 602274 | survival enhancement, % at 20 µM; in the data active means survival enhancement above about 18%;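 further: cells exposed to compounds for 16 hours before the ATP read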
Shn3 3UTR inh: Schnurri-3 reporter inhibition in Clone20 osteoblasts | Clone20 osteoblast Shn3 3'UTR firefly luciferase, 24 h | inhibition, % at 12.5 µM | hit rate 0.52% among 360,000 | AID 588674;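 active means mean inhibition of at least 75% with every replicate also reaching 75%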;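 further: 0% = median of neutral control wells and 100% = pilot-screen positive control compound; some compounds past the cut are filed as inactive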
The depositor's hits bear a star; nt = not tested or not shown. An excerpt; rates above refer to the full screens.

SMILES	Peg3 promoter	TRAIL sens C8	HIF-2a block	EBV LMP1 NFkB	CF NFkB block	NR2E3 ag-1	KKLEB tox	NR2E3 ag-2	TRPM1 prom inh	iPSC survival up	Shn3 3UTR inh
CCCCCNC(=O)c1ccccc1SC	-2.0	-9.2	-4.1	-2.9	0.2	-1.4	-16.0	-13.9	-14.0	1.3	-12.3
CC(=O)Oc1ccc(N(C(C)=O)S(=O)(=O)c2ccccc2)c2ccccc12	6.2	1.5	12.5	-0.3	68.9*	nt	0.3	-9.7	nt	2.3	19.0
OCCCNc1ncnc2c1ncn2[C@H]1CN(Cc2ccc(-c3ccccc3)cc2)C[C@@H](CO)O1	9.4	5.5	-5.7	nt	-45.7	nt	-6.8	-7.3	nt	3.1	12.6
ON=Cc1cccn1-c1ccccc1	-6.9	-7.0	7.3	-10.3	11.6	1.7	1.8	-1.7	-6.5	-2.5	6.6
CC(=O)NC(Cc1ccc(F)cc1)C(=O)N1CCN(C(=O)NCc2ccccc2)CC1 (configuration not stated)	-0.6	-0.6	10.7	-6.7	9.3	2.0	1.5	3.8	-1.4	-1.1	-2.9
N#Cc1ccccc1S(=O)(=O)N1CCN(C(=O)CCNS(=O)(=O)c2ccc(Cl)cc2)CC1	19.5	11.1	16.1	0.2	-16.2	nt	13.6	-16.0	-10.8	-0.4	9.7
Clc1ncc(Cn2cccn2)s1	5.6	-8.5	8.6	6.0	4.7	-0.5	2.0	4.3	-11.1	0.2	2.3
COc1ccc(C(CNC(=O)c2cccc(S(=O)(=O)N3CCCC3)c2)N2CCCC2)cc1 (configuration not stated)	5.2	2.4	2.3	-10.1	24.5	1.1	-13.2	-19.1	-15.1	0.3	6.9
COc1ccc(-c2cc(C)no2)cc1S(=O)(=O)N1CCOc2ccccc21	21.5	7.3	-3.5	5.4	12.2	-1.7	-7.6	-6.2	2.9	-0.1	14.3
c1ccc(C2OCC3(CO2)COC(c2ccccc2)OC3)cc1 (configuration not stated)	-6.6	-4.6	-4.0	24.7	-16.8	-2.7	13.6	-12.7	-0.2	3.9	0.6
OCC1(CCc2ccccc2)CCCN(CCCc2ccccc2)C1 (configuration not stated)	2.5	19.9	9.6	-13.1	4.4	2.1	-3.4	20.1	-4.4	1.0	9.7
Cc1cc(=O)[nH]c(Nc2ccccc2C)n1	11.0	3.1	13.0	2.0	8.4	2.7	3.2	-3.0	9.8	0.0	-3.9
COCCNC(=O)c1ccccc1NC(=O)c1cc(OC)cc(OC)c1	2.2	-11.2	4.7	4.0	8.0	0.4	-2.0	-5.3	1.7	3.7	-2.2
CNC(=O)COC(=O)Cc1ccc(Cl)cc1	-2.2	1.4	5.7	-2.8	2.5	-0.2	7.2	2.9	2.2	4.4	3.2
COc1ccc(OC)c(NC(=O)Cn2c(=O)n(CC(=O)NCc3ccco3)c(=O)c3ccccc32)c1	-6.6	-4.5	12.6	-3.3	-3.7	3.9	4.8	-9.4	9.6	5.4	-6.7
CCOC(=O)C1=C(c2ccccc2)NC(=O)NC1c1cc(OC)c(OC)c(OC)c1 (configuration not stated)	17.8	-7.8	4.0	0.8	5.1	-3.2	3.3	-6.0	-5.4	-1.1	5.4
Cc1nc(Cl)sc1C(=O)Nc1cccc2ccccc12	3.5	-5.1	-7.7	13.6	17.4	-2.2	-10.1	15.3	-21.3	-0.1	-1.1
CCOCCCN(C(=O)CNC(=O)c1ccco1)C(C(=O)NC1CCCC1)c1cccc(OC)c1 (configuration not stated)	0.3	-1.0	2.8	-1.3	0.5	3.1	7.1	-13.7	-1.4	-0.1	20.4
C=CC[C@H]1C=C[C@@H](C(C(=O)OC)C(=O)OC)CN1C(C)=O	-0.8	-3.9	18.1	6.6	-1.1	nt	4.9	-36.4	-8.5	-1.5	-22.1
CCCCC(=O)Nc1nnc(-c2ccc(OC)cc2)s1	-138.0	-10.2	-119.8	-14.5	-6.8	-2.4	-1.5	-13.4	-44.0	-1.2	-61.8
COc1ccc(Cc2nc3ccc(S(=O)(=O)N4CCOCC4)cc3[nH]2)cc1	-0.3	-7.9	2.9	-4.1	7.0	-0.8	-4.9	-9.8	-3.3	-1.6	14.2
c1ccc(Oc2ncnc3sccc23)cc1	-13.2	-10.9	-11.3	-7.5	11.1	0.6	-1.7	-10.7	-7.8	0.0	1.2
CC#Cc1cc2c(cc1O)CCC1C2CCC2(C)C(O)CCC12 (configuration not stated)	-43.2	15.7	-118.1	-6.2	29.5	nt	-4.4	-78.0	2.4	0.6	-11.1
CCOc1cc(C(=O)NCC2CCCO2)cc(OCC)c1OCC (configuration not stated)	20.9	-5.0	9.0	-7.6	0.2	1.3	-1.1	8.4	-5.0	0.5	-2.9
CCCCNc1ccc(C(CC(N)=O)NC(=O)c2ccccc2)cc1[N+](=O)[O-] (configuration not stated)	-5.7	-9.8	-7.7	-2.2	-10.0	2.8	-26.0	-20.3	-7.9	-2.1	17.6
O=C(C1CCCN(S(=O)(=O)c2cc(Cl)ccc2Cl)C1)N1CCCCCC1 (configuration not stated)	13.6	8.0	10.3	16.8	-31.7	2.6	-5.6	-13.7	3.9	2.9	2.1
CC(C)OCCCNc1ncc2c(n1)CC(c1ccc(N(C)C)cc1)CC2=O (configuration not stated)	-20.1	-3.5	-6.7	-15.2	-6.6	4.2	-0.6	11.2	-6.6	-2.7	-14.5
Cc1ccc(C23OCCN2CCn2nc4ccccc4c23)cc1 (configuration not stated)	-7.0	4.3	11.3	-2.3	-5.5	1.6	0.1	0.2	16.4	-1.1	-51.5
OC1(c2ccc(F)cc2)CCN(Cc2ccccc2)C1 (configuration not stated)	7.0	-23.8	-3.9	-4.3	8.3	0.2	-8.5	9.8	-5.8	1.1	12.8
COc1ccc(C(=O)c2sc(NC(C)C)nc2N)cc1OC	34.4	-19.7	-13.9	-3.0	57.7*	2.9	-4.4	59.2	0.3	2.1	-9.0
Cc1ccc(OCCC(=O)OCC(=O)NCCc2ccc(Cl)cc2)cc1	7.8	0.7	14.3	-7.8	25.4	-2.3	-15.9	34.2	-6.7	-0.1	-9.0
O=C(O)C(=O)/C(=C\c1ccsc1)c1ccc2ccccc2n1	-253.1	-9.0	-188.1	-11.1	11.8	2.2	7.8	-169.9	-0.7	-0.3	-109.4
O=C(CCS(=O)(=O)c1ccccc1)N(CCCN1CCOCC1)c1nc2ccccc2s1	107.9*	28.3	-141.4	-14.1	72.8*	-2.1	-21.5	-42.9	-35.0	0.0	-26.7
Cc1ccc(NC(=O)CNCc2ccc(Cl)cc2Cl)cc1S(=O)(=O)N(C)C	9.0	8.7	-4.0	2.5	3.3	2.0	-6.1	-11.7	6.2	0.5	5.4
COc1ccc(-c2nnc(-c3cc(OC)c(OC)c(OC)c3)o2)cc1OC	20.6	6.5	-18.7	8.1	-10.8	1.5	-8.8	-0.9	3.4	1.5	3.0
Cc1cc(NC(=O)c2cc(-c3ccc(C)c(C)c3)nc3ccccc23)no1	-44.8	8.0	-56.6	-4.4	-16.6	4.8	5.8	-33.0	1.8	-1.4	-4.8
CNc1nc(N)c(C(=O)Nc2cc(C)on2)s1	-112.2	-3.5	-106.1	-11.5	17.1	3.1	-7.1	-7.0	-36.8	-0.8	-36.2
Cc1ccc2c(=O)n3c(nc2c1)C(CC(C)C)NC(=O)c1cccnc1-3 (configuration not stated)	0.4	-6.4	6.5	-4.7	-23.6	nt	14.6	-22.5	nt	-2.4	-16.9
CCN(Cc1ccccc1)C(=O)COC(=O)c1cc(=O)[nH]c2ccccc12	2.5	-9.0	11.2	-1.6	5.4	4.1	-3.4	25.9	-3.9	-1.6	-10.3
COc1ccc(S(=O)(=O)N2CCOC2CNC(=O)C(=O)NCc2cccnc2)cc1OC (configuration not stated)	-0.8	0.5	20.2	2.1	12.9	-0.4	-8.5	-35.1	-10.2	-0.7	6.7
CC(=O)Nc1cccc(NC(=O)c2ccc(C(=O)Nc3cccc(NC(C)=O)c3)nc2)c1	-13.5	33.6	-14.9	-8.8	4.9	1.4	9.7	-51.2	2.7	0.0	-6.9
CNC(=O)CSc1nnnn1-c1cc(C)ccc1C	3.7	-0.9	9.0	2.3	8.2	-0.5	-16.3	-14.1	-12.5	-1.7	2.1
O=C(Nc1ccc(Cl)c(Cl)c1)Nc1ccc(Br)cc1F	-24.3	1.6	-195.4	6.6	71.2*	1.8	-63.8*	14.8	-4.8	-0.7	17.7
CCCCNc1nc(-c2ccccc2)c(C(=O)OCC)cc1C#N	22.9	11.2	20.1	10.4	16.4	1.2	-14.5	-22.6	18.2	-2.2	-34.1
O=C1NC2(CCCCC2)N=C1c1ccc(F)cc1	1.5	1.0	12.4	-1.4	-7.0	1.1	5.4	0.3	1.4	-0.4	-65.5

Record cards, from the list above. Values in the order: Peg3 promoter, TRAIL sens C8, HIF-2a block, EBV LMP1 NFkB, CF NFkB block, NR2E3 ag-1, KKLEB tox, NR2E3 ag-2, TRPM1 prom inh, iPSC survival up, Shn3 3UTR inh
`COc1ccc(-c2nnc(-c3cc(OC)c(OC)c(OC)c3)o2)cc1OC` reads 20.6, 6.5, -18.7, 8.1, -10.8, 1.5, -8.8, -0.9, 3.4, 1.5, 3.0
`Cc1cc(NC(=O)c2cc(-c3ccc(C)c(C)c3)nc3ccccc23)no1` reads -44.8, 8.0, -56.6, -4.4, -16.6, 4.8, 5.8, -33.0, 1.8, -1.4, -4.8

Arranged by the number under HIF-2a block (falling): some entries from above.
SMILES | HIF-2a block
COc1ccc(-c2cc(C)no2)cc1S(=O)(=O)N1CCOc2ccccc21 | -3.5
OC1(c2ccc(F)cc2)CCN(Cc2ccccc2)C1 (configuration not stated) | -3.9
O=C(O)C(=O)/C(=C\c1ccsc1)c1ccc2ccccc2n1 | -188.1

More compounds:
SMILES	Peg3 promoter	TRAIL sens C8	HIF-2a block	EBV LMP1 NFkB	CF NFkB block	NR2E3 ag-1	KKLEB tox	NR2E3 ag-2	TRPM1 prom inh	iPSC survival up	Shn3 3UTR inh
COc1ccc(N2CC(C(=O)N3CCN(c4ccccc4)CC3)CC2=O)cc1 (configuration not stated)	11.5	-6.1	15.1	-5.4	1.7	2.7	2.2	-25.5	8.2	-0.4	0.6
Cc1[nH]c2c(C)cccc2c1CN1CCC(CO)(Cc2ccccc2)CC1	-12.6	5.7	9.8	4.6	7.2	-0.3	-4.6	18.8	-1.0	-0.8	17.4
O=C(CN1C2CCCC1CC(NC(=O)C1CCCCC1)C2)NCc1ccc(F)cc1 (configuration not stated)	12.1	7.2	1.5	10.2	0.0	0.6	-6.4	-25.5	0.1	-0.5	24.5
CN(C)c1cc(N/N=C/c2ccc(Cl)cc2)nc(N(C)C)n1	24.9	6.3	-43.8	-16.4	-4.8	nt	-7.7	2.2	-13.3	1.4	28.3
O=C(NCC1CCCO1)C1CC(=O)N(c2ccc(F)c(Cl)c2)C1 (configuration not stated)	-4.3	0.7	12.6	-2.7	28.2	1.2	-10.6	-34.0	nt	1.1	3.7
Cc1nn2c(=O)c(NC(=O)c3ccc(F)cc3)cnc2s1	-25.5	6.9	-50.1	1.3	-5.7	-1.8	3.0	-16.9	-0.1	0.1	-6.7
